# High-throughput results: PubChem, National Center for Advancing Translational Sciences (NCATS)
# FBPA Giardia inh – qHTS Assay for Inhibitors of Fructose-1,6-bisphosphate Aldolase from Giardia Lamblia. Potency, µM (series often up to 59.6 µM), for inactives: at the top dose activity, negative = inhibition, usual class: inhibitors. AID 2451, 2010. 290,000 tested, 0.71% active. purified Giardia FBPA. A8B2U2; active = well fitted inhibition curve with a large enough effect; inconclusive = small, poorly fitted or top-dose-only effect, or effect the other way; note: nearly all actives have a fitted effect of over 55% in size
# Target sequence (A8B2U2 whole entry, looked up): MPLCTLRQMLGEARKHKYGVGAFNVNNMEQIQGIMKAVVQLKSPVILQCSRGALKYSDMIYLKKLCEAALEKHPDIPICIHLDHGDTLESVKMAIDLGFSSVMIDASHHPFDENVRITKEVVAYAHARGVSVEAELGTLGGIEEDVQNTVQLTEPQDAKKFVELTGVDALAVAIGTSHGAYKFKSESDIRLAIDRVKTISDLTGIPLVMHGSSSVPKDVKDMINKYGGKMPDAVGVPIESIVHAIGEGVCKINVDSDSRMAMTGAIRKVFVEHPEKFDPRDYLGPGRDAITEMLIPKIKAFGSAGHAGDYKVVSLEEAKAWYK
#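 Giardia FBPA (40 nM reagent) was preincubated 10 min at RT with compound (up to 57.5 uM final), then substrate plus GAPDH/TPI/NAD/arsenate coupling system with diaphorase/resazurin was added; resorufin fluorescence (525/598 nm) was read after 20 min.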
# Starred values were filed as active, the others as inactive; ? = inconclusive; & = joins results of further samples; [ ] = remark or other dose. % is set by controls: 0 for no effect and ±100 for the full control effect; potency is the fitted concentration of half-maximal effect. A portion of the library. The share of hits here may be higher or lower than overall.
SMILES,FBPA Giardia inh
CC(=O)NCCNc1ncnc2ccc(-c3c(C)noc3C)cc12,1%
CC(=O)NCCNc1nc(-c2ccc3c(c2)OCO3)nc2ccccc12,-3%
c1ccc(CNc2ncnc3ccc(-c4ccc5c(c4)OCO5)cc23)cc1,1%
C/C=C/OC(=O)NC(c1cccc(C)c1)[C@@]1(C(=O)OCC)CCCC1=O (stereo partly specified),0%[12.9 µM]
C1=C(CN2CCOCC2)COc2c1cccc2OC[C@@H]1CNCCO1,5%
COc1cccc(Cn2c(=O)c(-c3cccs3)nc3cnc(N(C)C)nc32)c1,3%
CC/C=C\C/C=C\C/C=C\C/C=C\C/C=C\CCCC(=O)NCCO,1%
C[C@H]1C(=O)O[C@H]2CCN3CC=C(COC(=O)[C@](C)(O)[C@@]1(C)O)C23 (stereo partly specified),3%
COC(=O)C1C(C)OC(=O)NC1c1ccccc1 (stereo unspecified),0%[12.9 µM]
CCCCCCCCCCCCCCCC(=O)N[C@H](CN1CCOCC1)[C@H](O)c1ccccc1,-1%
CCC1=C2CC[C@H]3C(=O)N(CC(=O)OC)C(=O)[C@H]3[C@H]2[C@@]2(C)C(=O)N(Cc3ccccc3)C(=O)N2C1=O,1%
CC1CCC(C(=O)O)NC1c1ccc(C#CCN(C)C)cc1 (stereo unspecified),0%[12.9 µM]
COc1ccc(-c2cnc(-c3cccnc3)o2)cc1,-1%
CC(C)n1c(/C=C\[C@@H](O)C[C@@H](O)CC(=O)O)c(-c2ccc(F)cc2)c2ccccc21,2%[21.7 µM]
O=C1O[C@H](CN2CCOCC2)CN1/N=C\c1ccc([N+](=O)[O-])o1,-6%[21.7 µM]
CC1CCC(C(C)C)[C@H](OC(=O)c2ccccc2)C1 (stereo partly specified),5%
CC[C@H](C)[C@H](NC(=O)[C@@H](NC(=O)CNC(=O)[C@@H](N)CC(C)C)[C@@H](C)O)C(=O)N1CCC[C@H]1C(=O)NCC(=O)O,0%
COc1ccc(O[C@H]2C=C[C@@H](c3ccccc3)O[C@H]2COC(=O)CC/C(C)=N/OCC[C@@H]2C=C[C@H](OC(C)=O)[C@H](COC(C)=O)O2)cc1,-2%[12.9 µM]
O=C(CCc1ccc(O)cc1)c1c(O)cc(O)cc1O[C@H]1OC(CO)C(O)C(O)C1O (stereo partly specified),0%
O=C(c1cccc(F)c1)N1CCC2(CC1)CN(c1ccncc1)C2,-4%
O=C(Nc1cccc(F)c1)N1CCCC2(CCNCC2)C1,-1%
CCCCCCCCCCCCCCCCCCCCCCO,3%&-1%
C=C1C(=O)OC2C[C@@]3(C)CCCC(C)C3=CC12 (stereo partly specified),-1%
CCCNC(=O)OC[C@@H]1O[C@H](CCO/N=C(\C)CCN2CCCc3nc(C)c(C)cc32)C=C[C@@H]1Oc1ccc(OC)cc1,4%[12.9 µM]
O=c1c(CCc2ccccc2)nc2cncnc2n1-c1ccccc1,-1%

# Sorted by count of non-hydrogen atoms (high to low): some entries from above.
SMILES,FBPA Giardia inh
CCCNC(=O)OC[C@@H]1O[C@H](CCO/N=C(\C)CCN2CCCc3nc(C)c(C)cc32)C=C[C@@H]1Oc1ccc(OC)cc1,4%[12.9 µM]
COc1cccc(Cn2c(=O)c(-c3cccs3)nc3cnc(N(C)C)nc32)c1,3%
CC(=O)NCCNc1ncnc2ccc(-c3c(C)noc3C)cc12,1%

# (list continues)
SMILES,FBPA Giardia inh
COc1ccc(C2C=C3CNS(=O)(=O)C3CC2OC(=O)c2cccc(C)c2)cc1 (stereo unspecified),0%
C[N+]1(C)CCC[C@@H](OC(=O)C(O)(c2ccccc2)c2ccccc2)C1,2%[21.7 µM]
Cc1cccc(CNc2ncncc2-c2ccccc2C(F)(F)F)c1,-6%
COc1cc(/C=C(\C#N)C(N)=O)cc(CSc2nc3ccccc3s2)c1O,-13%
CN(C)c1ncc2nc(CCc3ccccc3)c(=O)n(C3CC3)c2n1,2%
COc1cc(NCc2ccc3nc(N)nc(N)c3c2C)cc(OC)c1OC,5.6µM*
C[C@H]1Cc2c(-c3ccccc3)nc3c(c2CO1)CN(C(=O)C1CC1)CC3,-1%[12.9 µM]
CCCCCCCC1=Cc2ccc(F)cc2C(C(C(C)=O)C(=O)OC)N1C(=O)OC (stereo unspecified),1%
CN(C)c1ccc(-c2nccc(NCc3cccs3)n2)cc1,-24%
CSCC[C@@H]1NC(=O)C/C=C\[C@@H](C)COC(=O)[C@@H](C)COC1=O,0%[12.9 µM]
COc1ccc(NC(=O)N2CC[C@@]3(CCCN(C(=O)c4cc(C(F)(F)F)cc(C(F)(F)F)c4)C3)C2)cc1,-6%
C=C1c2ccccc2O[C@H](C(=O)OCC)C1OC (mixture of isomers),0%[89.2 µM]
CSCC[C@H](NC(=O)CNC(=O)CNC(=O)[C@H](CO)NC(=O)[C@H](CCCNC(=N)N)NC(=O)[C@H](CO)NC(=O)[C@H](CC(C)C)NC(=O)[C@H](CC(C)C)NC(=O)CNC(=O)[C@H](C)NC(=O)[C@H](CC(C)C)NC(=O)[C@H](CCCNC(=N)N)NC(=O)[C@H](Cc1cnc[nH]1)NC(=O)[C@@H](NC(=O)[C@@H](N)C(C)C)[C@@H](C)O)C(=O)N[C@H](C(=O)N[C@@H](CCCCN)C(=O)N[C@@H](CO)C(=O)N[C@@H](CC(N)=O)C(=O)N[C@@H](Cc1ccccc1)C(=O)N[C@H](C(=O)N1CCC[C@H]1C(=O)N[C@H](C(=O)N[C@@H](CC(N)=O)C(=O)N[C@H](C(=O)NCC(=O)N[C@@H](CO)C(=O)N[C@@H](CCCCN)C(=O)N[C@@H](C)C(=O)N[C@@H](Cc1ccccc1)C(N)=O)C(C)C)[C@@H](C)O)C(C)C)C(C)C,6%
C[C@H](C(=O)O)c1cccc(Oc2ccccc2)c1,13%[21.7 µM]
NC(=O)C1=CN(C2OC(COP(=O)(O)OP(=O)(O)OC[C@H]3O[C@@H](n4cnc5c(N)ncnc54)[C@H](OP(=O)(O)O)[C@H]3O)C(O)C2O)C=CC1 (stereo partly specified),-2%
CC(C)CO/N=C1/C[C@@H](O)[C@@H](O)[C@@H]2[C@@H]3C(=O)N(C(C)(C)C)C(=O)[C@H]3CC[C@@H]12,-1%[12.9 µM]
COC(=O)N1C2CC(=O)O[C@@H]3c4cc5c(cc4[C@]1(C)[C@@]3(Br)c1ccccc12)OCO5,4%[12.9 µM]
COCCn1c(=O)c(-c2cccs2)nc2cnc(N3CCOCC3)nc21,5%
CC(C)CCN1CCc2nc(-c3ccccc3)c3c(c2C1)COC(C)C3 (stereo unspecified),-13%[12.9 µM]
c1cc(NC2CC2)nc(-c2ccoc2)n1,-17%
COc1ccc(C2CC(=O)Oc3c(C(CCN4CCCC(C)C4)c4cc(OC)c(OC)c(OC)c4)c(OC)cc(OC)c32)cc1 (stereo unspecified),1%
COC(=O)[C@H]1C(=O)c2ccccc2O[C@@](C(=O)OC)(c2ccccc2)[C@@H]1c1ccccc1,0%[12.9 µM]
CC(=O)OC[C@@H]1O[C@@H](O/N=C2/C[C@@H](O)[C@@H](O)[C@@H]3[C@@H]4C(=O)N(C(C)(C)C)C(=O)[C@H]4CC[C@@H]23)[C@H](OC(C)=O)[C@H](OC(C)=O)[C@@H]1OC(C)=O,-2%[12.9 µM]
O=C1C2=CC[C@H]3C(=O)N(Cc4ccc5c(c4)OCO5)C(=O)[C@@H]3[C@@H]2[C@H](O)[C@@H]2O[C@H]12,0%[12.9 µM]
COc1ccc(/C=C/C(=O)c2c(OC)cc(O)cc2OC)cc1,-8%

# Other records follow:
SMILES,FBPA Giardia inh
COC[C@H]1OC(=O)c2coc3c2[C@@]1(C)C1=C(C3=O)[C@H]2CCC(=O)[C@@]2(C)C[C@H]1OC(C)=O,-19%
O=c1c(-c2ccc(Cl)cc2)nc2cnc(Nc3ccccc3)nc2n1C1CC1,7%
CN(C)c1nc(N)c(C(=O)Nc2cccnc2)nc1Cl,?
COC(=O)c1ccc(C(NC(=O)OCc2ccccc2)/C(=C/[C@@H](C)C(=O)NCc2ccc(OC)c(O)c2)c2cccnc2)cc1 (stereo partly specified),-11%
C[C@@H](O)[C@H]1C(=O)N2C(C(=O)O)=C(S[C@@H]3CN[C@H](C(=O)N(C)C)C3)[C@H](C)[C@H]12,-17%[21.7 µM]
Nc1ncnc2[nH]c(=O)[nH]c12,0%
CCCCCC/C=C\CCCCCCCc1cccc(O)c1C(=O)O,?
CCC/C=C(\CCC)C(NS(=O)(=O)CC12CCC(CC1=O)C2(C)C)c1ccc(C(=O)OC)cc1 (stereo unspecified),-6%
CNC(=O)[C@]1(C)C[C@H]1[C@H](NC(=O)[C@]1(C)C[C@H]1[C@H](NC(=O)[C@]1(C)C[C@H]1[C@H](NC(=O)[C@]1(C)C[C@H]1[C@H](NC(=O)OCc1ccccc1)c1ccccc1)c1ccccc1)c1ccccc1)c1ccccc1,3%
CCN(CC)/[N+]([O-])=N/Oc1cc(O/N=[N+](\[O-])N(C)C)c([N+](=O)[O-])cc1[N+](=O)[O-],2%
CCCC(=O)NCCc1c2n(c3ccc(OC)cc13)Cc1ccccc1-2,-5%
COC(=O)[C@@H]1C[C@@]2(O)[C@@H](O)[C@@H](O)[C@@H](O)C[C@H]2N1Cc1ccc(N2CCOCC2)cc1,-7%
FC(F)(F)c1ccccc1-c1nccc(NCCN2CCOCC2)n1,-4%
C#CCCCO/N=C1/C[C@@H](O)[C@@H](O)[C@@H]2[C@@H]3C(=O)N(CCC(=O)OCC)C(=O)[C@H]3CC[C@@H]12,1%[12.9 µM]
c1cncc(-c2nccc(NCc3cccs3)n2)c1,-3%
CC(=O)[C@H]1CCC2C3CC=C4C[C@@H](OS(=O)(=O)O)CC[C@]4(C)C3CC[C@@]21C (stereo partly specified),18%
O=C1CC(c2ccc(O[C@@H]3OC(CO)[C@@H](O)C(O)C3O)cc2)Oc2cc(O)ccc21 (stereo partly specified),2%
COC(=O)[C@@H]1CC[C@H](C)[C@@H](c2ccc(C)cc2)N1C(=O)c1ccc(/C=N\O[C@@H](C)c2cn([C@H]3COC[C@H]3O)nn2)cc1,0%[12.9 µM]
COc1ccccc1-c1cc(NCc2ccccc2)ncn1,6%
COc1ccc(-c2nc3cnc(N4CCOCC4)nc3n(-c3ccccc3)c2=O)cc1,7%
O=C1C2=CC[C@H]3C(=O)N(Cc4ccccc4)C(=O)[C@@H]3[C@@H]2[C@H](O)[C@@H]2O[C@H]12,-1%[12.9 µM]
COc1ccc(-n2c(=O)c(-c3ccc(F)cc3)nc3cncnc32)cc1,9%
COCCNc1ncnc2ccc(-c3c(C)noc3C)cc12,-1%
CC(C)C[C@H](N)C(=O)N[C@H](C(=O)N[C@@H](CCCN=C(N)N)C(=O)N[C@H](CS)C(=O)NCC(=O)N[C@@H](CCCCN)C(=O)N[C@@H](Cc1cnc[nH]1)C(=O)N[C@@H](CO)C(=O)N[C@@H](CCCN=C(N)N)C(=O)O)C(C)C,5%
Nc1ncnc2c1ncn2[C@@H]1O[C@@H](CO)[C@H](O)[C@H]1O,-1%[21.7 µM]

# Next part.
SMILES,FBPA Giardia inh
COC(=O)c1ccc(C(NC(=O)OCc2ccccc2)/C(C)=C/[C@@H](C)C(=O)NC2CCCCC2)cc1 (stereo partly specified),-6%
CCCCCCCCCCCCCCCC(=O)OCC(O)C1OC(=O)C(O)=C1O (stereo unspecified),5%
CC[C@](N)(CCC(=O)O)C(=O)O,-11%
O=C(c1ccco1)N1CCC2(CC1)CN(c1ccccn1)C2,-2%
Cc1noc(C)c1-c1cncnc1NCc1cccnc1,0%
COC(=O)CCC(C)C1CCC2C3C(C[C@H](O)C12C)C1(C)CC[C@@H](O)CC1C[C@H]3O (stereo partly specified),8%
CC(Oc1ccc(O)cc1)(P(=O)(O)O)P(=O)(O)O,-17%
COc1ccc(-c2nnc3n2N=C(c2cc(OC)ccc2OC)CS3)cc1,8%
COc1ccc(CNc2ncnc3ccc(-c4cccnc4)cc23)c(OC)c1,-6%
CCN1C(=O)[C@H]2[C@H]3[C@H](O)[C@H](O)C/C(=N/OCc4ccccc4)[C@@H]3CC[C@@H]2C1=O,-2%[12.9 µM]
CC(C)(C)NC(=O)[C@@H]1CC[C@@H]2[C@@H]3CC[C@@H]4NC(=O)C=C[C@@]4(C)[C@H]3CC[C@]21C,5%[21.7 µM]
Cc1ccc(S(=O)(=O)OCCc2ccccc2)cc1,1%
CCCCC[C@@H](/C=C/C=C\C/C=C\C/C=C\CCCC(=O)O)OO,4%
O=C(O)c1ccccc1OS(=O)(=O)O,1%
COC(=O)N1CCC[C@@]2(CCN(c3ccccn3)C2)C1,-5%
N#Cc1ccc(CN2CC3(CCN(C(=O)c4ccncc4)CC3)C2)cc1,8%
Cc1noc(NS(=O)(=O)c2cccc3c(N(C)C)cccc23)c1C,-16%

# Reprinted from above for reference:
SMILES,FBPA Giardia inh
Cc1ccc(S(=O)(=O)OCCc2ccccc2)cc1,1%
CCCCC[C@@H](/C=C/C=C\C/C=C\C/C=C\CCCC(=O)O)OO,4%
O=C(O)c1ccccc1OS(=O)(=O)O,1%
COC(=O)N1CCC[C@@]2(CCN(c3ccccn3)C2)C1,-5%
N#Cc1ccc(CN2CC3(CCN(C(=O)c4ccncc4)CC3)C2)cc1,8%
Cc1noc(NS(=O)(=O)c2cccc3c(N(C)C)cccc23)c1C,-16%
